IDH1 mut inh – inhibitors of IDH1 R132H reductase, primary screen, biochemical, plate reader, single point; Isocitrate dehydrogenase [NADP] cytoplasmic (Homo sapiens), O75874; diaphorase/resazurin fluorescence, 60 min; inhibition, % at 10 µM; 70,000 tested, 0.18% active; AID 624101, 2012; in the data active = inhibition above about 34%;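 note: 0% = DMSO and 100% = no enzyme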
EZH2 inh – EZH2/PRC2 methyltransferase inhibitors, primary screen, biochemical, DELFIA time-resolved fluorescence, single point. Histone-lysine N-methyltransferase EZH2 (Homo sapiens), Q15910. PRC2 H3K27 methylation, DELFIA TRF, 1 h. inhibition, % at 12.5 µM. 57,000 tested, 0.35% active;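 active = mean inhibition of replicates at least 50% and every single replicate also reaching 50%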;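 note: dimethyl H3K27 on biotinylated H3 21-44 peptide detected by antibody; plate controls were median neutral control wells for no effect and median positive control wells for full effect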
Target sequence (Q15910 whole entry, looked up): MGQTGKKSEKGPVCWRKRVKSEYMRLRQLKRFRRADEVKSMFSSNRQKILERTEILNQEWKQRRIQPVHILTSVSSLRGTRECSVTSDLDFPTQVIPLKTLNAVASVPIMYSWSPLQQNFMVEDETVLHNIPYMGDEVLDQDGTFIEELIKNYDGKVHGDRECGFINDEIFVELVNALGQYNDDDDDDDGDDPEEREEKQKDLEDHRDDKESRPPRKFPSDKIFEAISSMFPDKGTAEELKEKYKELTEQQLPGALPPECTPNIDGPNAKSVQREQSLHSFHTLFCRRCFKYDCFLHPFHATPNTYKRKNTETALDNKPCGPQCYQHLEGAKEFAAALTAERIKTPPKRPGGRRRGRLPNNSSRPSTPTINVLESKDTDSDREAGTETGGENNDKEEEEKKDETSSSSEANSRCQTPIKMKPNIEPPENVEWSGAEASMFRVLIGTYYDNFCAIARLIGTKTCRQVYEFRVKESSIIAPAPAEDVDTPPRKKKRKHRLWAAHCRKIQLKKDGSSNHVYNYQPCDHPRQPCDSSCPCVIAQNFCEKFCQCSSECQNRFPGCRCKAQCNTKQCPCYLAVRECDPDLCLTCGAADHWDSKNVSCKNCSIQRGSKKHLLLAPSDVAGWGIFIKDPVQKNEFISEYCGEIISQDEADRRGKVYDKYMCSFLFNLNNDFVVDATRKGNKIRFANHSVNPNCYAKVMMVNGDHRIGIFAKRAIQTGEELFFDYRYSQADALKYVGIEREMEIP
The depositor's hits bear a star; nt = not tested or not shown. This is a subset; the hit share may differ from the screen's.

1. Cc1noc(C)c1NC(=O)N(C)C[C@H]1Oc2ccc(NS(=O)(=O)c3c(C)noc3C)cc2CC(=O)N([C@@H](C)CO)C[C@@H]1C
2. COc1ccc(OCc2nc3ccccc3n2Cc2ccccc2F)cc1
3. O=C(Nc1ccc(F)cc1)N[C@H]1CC[C@H](CCNC(=O)c2cc(Cl)cc(Cl)c2)O[C@H]1CO
4. O=C(CC1Sc2ncnn2C1=O)Nc1ccc(Cl)cc1 (stereo not drawn)
5. Cc1ccc(-n2c(C)nnc2SCC(=O)Nc2cc(Cl)ccc2C)cc1
6. O=C(C[C@@H]1C[C@H]2c3cc(NC(=O)CC4CC4)ccc3O[C@H]2[C@@H](CO)O1)NCc1ccccc1F
7. Cc1ccc(S(=O)(=O)N(C)C[C@H]2Oc3ccc(NC(=O)Nc4ccccc4)cc3CC(=O)N([C@H](C)CO)C[C@H]2C)cc1
8. O=C(CCCCCC(=O)Nc1ccccc1O)N/N=C/c1ccc[nH]1
9. N#C[C@H]1[C@@H](c2ccccc2)[C@@H](CO)N1S(=O)(=O)c1ccc(F)cc1
10. O=C(CSc1nc2ccccc2[nH]1)Nc1ccccc1N1CCOCC1
assay / compound	1	2	3	4	5	6	7	8	9	10
IDH1 mut inh	0.3	0.1	0.1	9.4	0.1	-0.1	-0.5	nt	0.6	-0.1
EZH2 inh	nt	58*	-10	-11	11	-11	-25	20	nt	0

11. O=C(Cn1cnc2scc(-c3ccccc3)c2c1=O)Nc1ccc(Oc2ccccc2)cc1
12. CCOc1ccc(NC(=O)CSc2nc3ccccc3o2)cc1
13. CO[C@H]1CN(C)C(=O)c2ccc(NC(=O)Nc3ccccc3F)cc2OC[C@@H](C)NC[C@H]1C
14. C[C@H](CO)N1C[C@H](C)[C@@H](CN(C)Cc2ccc(Oc3ccccc3)cc2)Oc2ccc(NS(=O)(=O)c3ccc(Cl)cc3)cc2C1=O
15. C[C@H]1CN([C@@H](C)CO)C(=O)c2cc(Br)cnc2O[C@@H]1CN(C)Cc1ccccn1
16. C[C@H](CO)N1C[C@H](C)[C@@H](CN(C)CC2CCCCC2)Oc2ccc(NC(=O)Cn3cnnn3)cc2CC1=O
17. Cc1ccc(OCCSCc2nc3ccccc3[nH]2)cc1
18. C[C@H]1CN([C@@H](C)CO)C(=O)c2cccc(NC(=O)Nc3ccccc3)c2O[C@@H]1CN(C)Cc1ccncc1
19. Cc1ccccc1-c1nc2cc(NC(=O)COc3ccc(Br)cc3)ccc2o1
20. C/C=C/c1ccc2c(c1)O[C@H](CN(C)C(=O)c1cccc(F)c1)[C@H](C)CN([C@H](C)CO)S2(=O)=O
assay / compound	11	12	13	14	15	16	17	18	19	20
IDH1 mut inh	0.3	-0.5	-0.1	-0.8	1.4	0.4	-0.5	4.1	0.1	-0.4
EZH2 inh	7	9	9	nt	7	-17	11	-1	13	-21

Part of the list above, field by field.
14	C[C@H](CO)N1C[C@H](C)[C@@H](CN(C)Cc2ccc(Oc3ccccc3)cc2)Oc2ccc(NS(=O)(=O)c3ccc(Cl)cc3)cc2C1=O
- IDH1 mut inh: -0.8
- EZH2 inh: nt

15	C[C@H]1CN([C@@H](C)CO)C(=O)c2cc(Br)cnc2O[C@@H]1CN(C)Cc1ccccn1
- IDH1 mut inh: 1.4
- EZH2 inh: 7

16	C[C@H](CO)N1C[C@H](C)[C@@H](CN(C)CC2CCCCC2)Oc2ccc(NC(=O)Cn3cnnn3)cc2CC1=O
- IDH1 mut inh: 0.4
- EZH2 inh: -17

Next section.
21. COc1ccc(NC(=O)Nc2ccc3c(c2)C(=O)N([C@H](C)CO)C[C@@H](C)[C@H](CN(C)Cc2ccccc2)O3)cc1
22. CCC(=O)Nc1ccc2c(c1)OC[C@@H](C)N(C(=O)COC)C[C@@H](C)[C@H](OC)CN(C)C2=O
23. C[C@H]1CN([C@@H](C)CO)S(=O)(=O)c2ccc(C3=CCCC3)cc2O[C@@H]1CN(C)C(=O)c1ccccn1
24. Cc1nc(SCC(=O)c2ccccc2)c(C#N)c(-c2cccc(Cl)c2)c1C(=O)Nc1ccccc1
25. Cc1noc(C)c1NC(=O)N(C)C[C@@H]1Oc2ncc(C#CC(C)C)cc2C(=O)N([C@@H](C)CO)C[C@H]1C
26. Cc1noc(C)c1S(=O)(=O)N(C)C[C@@H]1OCCCC[C@@H](C)Oc2ccc(NC(=O)Nc3cccc4ccccc34)cc2C(=O)N([C@@H](C)CO)C[C@H]1C
27. C[C@H]1CN([C@@H](C)CO)S(=O)(=O)c2ccc(C#CC3CC3)cc2O[C@@H]1CN(C)Cc1cncnc1
28. CCCC#Cc1cnc2c(c1)C(=O)N([C@@H](C)CO)C[C@H](C)[C@H](CN(C)C(=O)CN1CCOCC1)O2
29. COCC(=O)Nc1ccc2c(c1)C(=O)N(C)C[C@H](OC)[C@H](C)CN(Cc1cncnc1)[C@@H](C)CO2
30. O=C(CCCCCC(=O)Nc1ccccc1O)N/N=C/c1ccc(S(=O)(=O)O)o1
assay / compound	21	22	23	24	25	26	27	28	29	30
IDH1 mut inh	nt	-0.1	4.7	-0.2	-3.6	5.1	nt	-1.6	0.4	-0.3
EZH2 inh	-18	-4	-2	0	0	nt	-11	16	7	13

Single values from the list:
Under EZH2 inh, no. 21 has the entry -18
Under EZH2 inh, no. 28 has the entry 16
Under IDH1 mut inh, no. 23 has the entry 4.7

(further entries)
31. C[C@@H]1CN([C@@H](C)CO)S(=O)(=O)c2ccc(C3=CCCC3)cc2O[C@H]1CN(C)C
32. COc1ccc2nc(NC3=NC(c4ccccc4)CC(=O)N3)nc(C)c2c1 (stereo not drawn)
33. CCC(=O)N1C[C@@H](C)[C@@H](OC)CN(C)C(=O)c2ccc(NC(=O)c3cc(C)on3)cc2OC[C@@H]1C
34. C[C@H]1CN([C@@H](C)CO)S(=O)(=O)c2ccc(-c3ccc(C(=O)N(C)C)cc3)cc2O[C@@H]1CN(C)C(=O)Nc1ccccc1F
35. O=C(NCC[C@H]1CC[C@H](NC(=O)C2CCCC2)[C@H](CO)O1)c1cc(Cl)cc(Cl)c1
36. C[C@@H]1CCCCO[C@H](CN(C)C(=O)Nc2ccc3c(c2)OCO3)[C@H](C)CN([C@@H](C)CO)C(=O)c2cc(NS(=O)(=O)c3ccc(F)cc3)ccc2O1
37. CNC[C@H]1OCCCC[C@@H](C)Oc2ccc(NS(=O)(=O)c3ccc(Cl)cc3)cc2C(=O)N([C@H](C)CO)C[C@H]1C
38. Cc1noc(C)c1S(=O)(=O)N(C)C[C@H]1OCCCC[C@@H](C)Oc2ccc(NC(=O)Nc3ccc(F)cc3)cc2C(=O)N([C@@H](C)CO)C[C@H]1C
39. Cc1ccc(S(=O)(=O)Nc2ccc3c(c2)C(=O)N([C@@H](C)CO)C[C@H](C)[C@@H](CN(C)Cc2ccc(C(F)(F)F)cc2)O3)cc1
40. COc1ccc(S(=O)(=O)Nc2ccc3c(c2)C(=O)N([C@@H](C)CO)C[C@H](C)[C@H](CN(C)C(=O)Nc2ccc(F)cc2)O3)cc1
assay / compound	31	32	33	34	35	36	37	38	39	40
IDH1 mut inh	-0.8	-0.6	nt	-0.1	-0.7	2.9	nt	-1.5	-0.3	0.4
EZH2 inh	-2	-3	-5	-14	-10	nt	-1	nt	nt	nt

41. C[C@@H]1CN([C@H](C)CO)C(=O)Cc2cc(NC(=O)Nc3ccc4c(c3)OCO4)ccc2O[C@H]1CN(C)Cc1ccc(C(=O)Nc2ccccc2N)cc1
42. C[C@H](CO)N1C[C@H](C)[C@H](CN(C)C(=O)Nc2cccc(F)c2)Oc2ncc(C3=CCCC3)cc2C1=O
43. CC(C)NC(=O)Nc1ccc2c(c1)C(=O)N([C@@H](C)CO)C[C@@H](C)[C@H](CN(C)C)OCCCC[C@H](C)O2
44. C[C@@H]1CN([C@@H](C)CO)C(=O)c2cc(NC(=O)Nc3ccc4c(c3)OCO4)ccc2O[C@@H]1CN(C)C
45. COCC#Cc1cnc2c(c1)C(=O)N([C@H](C)CO)C[C@@H](C)[C@@H](CN(C)C(C)=O)O2
46. CCC(=O)N(C)C[C@H]1Oc2cc(-c3ccc(F)cc3)ccc2S(=O)(=O)N([C@@H](C)CO)C[C@@H]1C
47. Cc1ccc(-n2c(SCC(=O)Nc3cccc(C)c3C)nnc2-c2ccncc2)cc1C
48. CO[C@@H]1CN(C)C(=O)c2ccc(NS(=O)(=O)c3c(C)noc3C)cc2OC[C@H](C)NC[C@H]1C
49. C[C@@H]1CN([C@H](C)CO)C(=O)c2cc(NS(=O)(=O)c3ccc(Cl)cc3)ccc2O[C@@H](C)CCCCO[C@@H]1CN(C)S(=O)(=O)c1ccccc1
50. CO[C@H]1CN(C)C(=O)c2ccc(NC(=O)c3ccccc3F)cc2OC[C@@H](C)N(CC2CC2)C[C@@H]1C
assay / compound	41	42	43	44	45	46	47	48	49	50
IDH1 mut inh	0.0	nt	1.0	-0.8	-4.4	0.1	0.3	0.3	1.5	-0.3
EZH2 inh	-17	-10	13	-11	-10	nt	8	3	nt	-5

Record cards (already shown).
Results for `CO[C@H]1CN(C)C(=O)c2ccc(NC(=O)c3ccccc3F)cc2OC[C@@H](C)N(CC2CC2)C[C@@H]1C` = IDH1 mut inh = -0.3; EZH2 inh = -5
Results for `Cc1ccc(-n2c(SCC(=O)Nc3cccc(C)c3C)nnc2-c2ccncc2)cc1C` = IDH1 mut inh = 0.3; EZH2 inh = 8

Following part
51. CC(C)NC(=O)Nc1cccc2c1O[C@@H](CN(C)Cc1ccc(C(=O)Nc3ccccc3N)cc1)[C@@H](C)CN([C@@H](C)CO)C2=O
52. COc1ccc(CN(C)C[C@@H]2OCCCC[C@H](C)Oc3ccc(NS(C)(=O)=O)cc3C(=O)N([C@H](C)CO)C[C@H]2C)cc1
53. Cc1ccc(-c2ccc3c(c2)O[C@H](CN(C)C(=O)C2CCCCC2)[C@H](C)CN([C@H](C)CO)S3(=O)=O)cc1
54. CCS(=O)(=O)N[C@H]1CC[C@H](CC(=O)NCc2ccc(F)cc2)O[C@H]1CO
55. CCCNC(=O)Nc1ccc2c(c1)OC[C@@H](C)N(CC1CCCC1)C[C@@H](C)[C@@H](OC)CN(C)C2=O
56. O=C(C[C@H]1C=C[C@@H](NC(=O)Nc2ccc(F)cc2)[C@H](CO)O1)NCc1ccccn1
57. C[C@@H]1CN([C@H](C)CO)S(=O)(=O)c2ccc(-c3ccc(C#N)cc3)cc2O[C@@H]1CN(C)Cc1ccccn1
58. COc1ccc(CCNS(=O)(=O)c2ccc(OC)c(Cl)c2Cl)cc1OC
59. CC1CCc2c(sc3ncnc(NCCCOC(C)C)c23)C1 (stereo not drawn)
60. COc1ccc(C#Cc2ccc3c(c2)O[C@H](CN(C)C(=O)Nc2cccc(OC)c2)[C@H](C)CN([C@H](C)CO)S3(=O)=O)cc1
assay / compound	51	52	53	54	55	56	57	58	59	60
IDH1 mut inh	0.2	-0.4	nt	-0.2	0.1	-0.1	0.1	0.9	-0.9	nt
EZH2 inh	-8	2	-15	12	-2	-3	2	-9	-7	-20

61. C[C@H]1CN([C@@H](C)CO)C(=O)c2cc(NC(=O)Cn3cnnn3)ccc2O[C@@H]1CN(C)Cc1ccccc1
62. CCCC#Cc1ccc2c(c1)O[C@@H](CN(C)C(=O)CC1CC1)[C@H](C)CN([C@@H](C)CO)S2(=O)=O
63. CCC(=O)Nc1ccc2c(c1)OC[C@@H](C)N(Cc1ccccc1F)C[C@@H](C)[C@@H](OC)CN(C)C2=O
64. C[C@H]1CN([C@@H](C)CO)C(=O)c2cc(NS(=O)(=O)c3ccc(F)cc3)ccc2O[C@H]1CN(C)S(=O)(=O)c1ccc(F)cc1
65. CC(=O)Nc1ccc(NC(=O)COc2ccccc2C(=O)Nc2cccc(C)c2C)cc1
66. O=C(O)CCCC(=O)Nc1cccc(Cl)c1
67. CCC(=O)N1C[C@@H](C)[C@H](OC)CN(C)C(=O)c2cc(NC(=O)C3CCOCC3)ccc2OC[C@@H]1C
68. C[C@@H]1CN([C@@H](C)CO)C(=O)c2cc(NS(=O)(=O)c3cccs3)ccc2O[C@@H]1CN(C)Cc1ccccc1
69. Cc1cccc(C)c1OCC(=O)NCc1ccccn1
70. O=C(COc1ccccc1[N+](=O)[O-])Nc1cccc(-c2nc3cc(Cl)cc(Cl)c3o2)c1
71. C[C@H]1CN([C@@H](C)CO)C(=O)c2cc(C3=CCCCC3)cnc2O[C@H]1CN(C)Cc1ccncc1
72. N=C1C(c2nc3ccccc3s2)=C(O)CN1CCCN1CCOCC1
73. O=C(C[C@H]1C[C@H]2c3cc(NC(=O)CC4CC4)ccc3O[C@H]2[C@@H](CO)O1)NCC(F)(F)F
assay / compound	61	62	63	64	65	66	67	68	69	70	71	72	73
IDH1 mut inh	-0.4	0.0	0.3	-0.6	2.8	-0.4	0.4	-5.6	0.6	-0.2	-0.1	0.1	-0.1
EZH2 inh	-3	-14	-5	nt	-8	-11	4	1	-15	-13	-5	7	6

Screening data deposited in PubChem BioAssay by Broad Institute.
